# Source: PubChem (NCI)
# All columns: NCI-60 one-dose screen, growth in % after 48 h at 10 µM unless noted; 100 = growth as untreated, 0 = no growth, -100 = all killed.
# A549/ATCC: A549/ATCC NSCLC. 3.7% of 81,000 active. AID 1794740
# M14: M14 melanoma. 6.2% of 80,000 active
# MOLT-4: MOLT-4 leukemia cells | AID 1794779 | 6.9% of 80,000 active
# RPMI-8226: RPMI-8226 leukemia cells; 7.5% of 77,000 active; AID 1794781
# CCRF-CEM: CCRF-CEM leukemia; 7% of 77,000 active
# HOP-92: HOP-92 NSCLC cells | 6.3% of 71,000 active
# HOP-62: HOP-62 NSCLC | 3.9% of 80,000 active | AID 1794735
# EKVX: EKVX NSCLC; 3% of 71,000 active
# Starred values were filed as active, the others as inactive; nt = no result given; & = joins results of further samples; [ ] = dose if it differs, or a comment. Rule for the calls: active = growth percent below 10; inactive = the rest.
SMILES,A549/ATCC,M14,MOLT-4,RPMI-8226,CCRF-CEM,HOP-92,HOP-62,EKVX
CC1(C)CC2C3=CCC4[C@@]5(C)CC/C(=N\O)C(C)(C)C5CC[C@@]4(C)[C@]3(C)CC[C@@]2(C(=O)O)[C@H](O)C1 (some centres not stated),78,86,67,80,68,84,105,96
Cc1ccc(S(=O)(=O)NC(=S)Nc2ccccc2)cc1,103,109,91,102,101,91,129,nt
CCC1(c2ccccc2)SC(=O)NC1=O (configuration not stated),106,99,nt,106,105,nt,96,112
O=[N+]([O-])c1ccc(S(=O)(=O)OCCCCOS(=O)(=O)c2ccc([N+](=O)[O-])cc2)cc1,103,104,95,106,nt,110,99,96
C=C(C)[C@@H]1CC[C@]2(C(=O)N3CCN(CC)CC3)CC[C@]3(C)[C@H](CC[C@@H]4[C@@]5(C)CC[C@H](O)C(C)(C)[C@@H]5CC[C@]43C)[C@@H]12,99,103,79,87,89,91,113,94
COC(=O)c1ccc[n+](C)c1,100&87,109&104,98,119&99,86,107&100,105&94,100&98
CS(=O)(=O)c1ccc(-c2nc3cc(Cl)ccc3n2CC(=O)NO)cc1,94,94,94,91,94,98,97,99
O=C1CN(/C=C(\c2ccccc2)S(=O)Cc2ccccc2)C(=S)N1 (configuration not stated),98,103,100,104,99,107,110,104
CCCCSCSCCCC,99,108,103,102,99,90,106,nt
CCn1c2ccccc2c2cc(NC(=O)N3CCCCC3)ccc21,91,91,87,85,71,109,100,nt
CC1(C)CC[C@]2(C(=O)OC(=O)[C@]34CCC(C)(C)C[C@@H]3C3=CC[C@@H]5[C@@]6(C)CCC(=O)C(C)(C)[C@@H]6CC[C@@]5(C)[C@]3(C)CC4)CC[C@]3(C)C(=CC[C@@H]4[C@@]5(C)CCC(=O)C(C)(C)[C@@H]5CC[C@]43C)[C@H]2C1,77[100 µM],78[100 µM],42[100 µM],61[100 µM],44[100 µM],46[100 µM],75[100 µM],81[100 µM]
CC(=O)c1ccccc1OC(F)(F)C(F)Cl (configuration not stated),104,103,100,112,81,nt,92,nt
Cc1cccc(N2CCN(C(N)=O)CC2)c1,96,93,96,103,102,nt,104,100
COc1cc(C(=O)/C=C/c2cc(-c3cc(OC)c(OC)c(OC)c3)n[nH]2)cc(OC)c1OC,54,6.7*,7.6*,-46*,-24*,nt,-30*,nt
O=c1[nH]c2cc(Cl)ccc2nc1/C=C(\O)c1ccc(F)cc1,109,104,113,102,98,114,95,101
CCN(CC)c1ccc(/C=C/C=C2\NC(=O)NC2=O)cc1,37,18,41,41,40,31,45,61
O=C(Nc1nc2ccc([N+](=O)[O-])cc2s1)Nc1c(Cl)cccc1Cl,75,84,71,30,48,14,114,65
CC(=O)Cc1ncn(-c2cc(C)on2)n1,nt,102,93,116,102,nt,113,nt
Cc1ccc(C(=O)CC(O)c2coc(-c3ccc(Cl)cc3)n2)cc1 (configuration not stated),80,86,92,90,86,85,84,104
C1=CC(c2nn3c(-c4ccccc4)nnc3s2)=Cc2ccccc2O1,90,65,39,36,28,56,105,88

# Copied from above for reference:
SMILES,A549/ATCC,M14,MOLT-4,RPMI-8226,CCRF-CEM,HOP-92,HOP-62,EKVX
CC1(C)CC2C3=CCC4[C@@]5(C)CC/C(=N\O)C(C)(C)C5CC[C@@]4(C)[C@]3(C)CC[C@@]2(C(=O)O)[C@H](O)C1 (some centres not stated),78,86,67,80,68,84,105,96
Cc1ccc(S(=O)(=O)NC(=S)Nc2ccccc2)cc1,103,109,91,102,101,91,129,nt
CCC1(c2ccccc2)SC(=O)NC1=O (configuration not stated),106,99,nt,106,105,nt,96,112

# The list goes on:
SMILES,A549/ATCC,M14,MOLT-4,RPMI-8226,CCRF-CEM,HOP-92,HOP-62,EKVX
Nc1c(C(=O)Nc2ccnc3ccccc23)sc2nc3c(cc12)C(=O)CCC3,98,97,78,56,96,100,112,101
Cc1ccc(N2C(=O)CCC2=O)cc1,102,91,101,103,108,96,99,95
Cc1cc(O)cc(-c2c(-c3ccnc(-c4cccnc4)c3)cnn2C)c1,78,66,55,51,62,43,67,89
Cc1oc(-c2ccccc2)nc1CNC1CCCCCC1,96,97,80,83,94,64,87,88
N#CN1CC[C@H](C(=O)Nc2ncc(-c3ccncc3)s2)C1,-32*,1.1*,-20*,7.0*,7.1*,-0.2*,-7.5*,1.5*
CC(=O)c1cccc(NC(=O)Cn2cc(CN3C(=O)c4ccccc4S3(=O)=O)nn2)c1,100,103,109,115,112,102,95,100
OCCN(Cc1ccccc1)Cc1ncccc1O,96,104,97,99,95,90,98,96
COC(=O)c1nc(N)nc(C(=O)OC)c1C(=O)c1ccc(F)cc1,114,108,156,112,106,101,113,104
NS(=O)(=O)c1ccc(-n2nc(-c3ccc(-c4ccccc4)cc3)ccc2=O)cc1,99,106,104,105,100,105,100,109
Clc1ccccc1-c1nc(-c2c[nH]c3ncccc23)cs1,106[100 µM],76[100 µM],90[100 µM],80[100 µM],nt,76[100 µM],99[100 µM],39[100 µM]
CNC(=O)c1cc(Oc2ccc(NC(=O)c3nc(S(C)(=O)=O)sc3-c3ccc(F)cc3)cc2)ccn1,95,88,83,16,86,138,95,78
O=[N+]([O-])c1ccc(-c2cnc3nonc3n2)cc1,97,84,84,nt,59,nt,107,109
Cc1cc(N2CCCCC2)nc(N2CCN(CC(=O)Nc3ccc4c(ccn4Cc4ccccc4)c3)CC2)n1,49,51,53,53,64,24,67,62
CC(C)(C)OC(=O)NC(=NCCC[C@H](NC(=O)OC(C)(C)C)C(=O)NCCCCCCNC(=O)OCc1ccccc1)NC(=O)OC(C)(C)C,57,73,20,44,69,61,86,76
COc1ccc(/C=C/C(=O)n2nc(-c3ccccc3)nc2-c2ccccc2)c(OC)c1,96,101,93,93,94,88,97,nt
COc1ccc(N2N=C(c3ccc4c(c3)OCO4)CC2c2cccc(NC(=O)CCNS(=O)(=O)c3ccc(OC)cc3)c2)cc1 (configuration not stated),62,61,43,41,64,97,78,58
CCOC(=O)C[C@@H]1C(=O)N2CC[C@]3(C(=O)Nc4ccccc43)[C@H]2C[C@@H]1C(=O)OCC,100,99,103,102,100,109,100,93
COc1ccc(C(=O)Nc2nonc2-c2ccc(OC)c(OC)c2)cc1Cl,45,105,63,57,66,32,101,nt
COc1ccc(OC)c(NC(=O)Oc2ccc(C#N)cc2)c1,101,104,101,111,97,103,101,94
CNC(=O)c1[nH]cc(-c2ccccc2)c1-c1ccccc1OC,96,102,93,83,91,91,97,99
C=C(C)[C@@H]1CC[C@]2(C(=O)N3CCN(C)CC3)CC[C@]3(C)[C@H](CC[C@@H]4[C@@]5(C)CC[C@H](OC(=O)CCC(=O)O)C(C)(C)[C@@H]5CC[C@]43C)[C@@H]12,88,104,75,83,89,87,103,106
COc1ccc(/C=C2\COc3ccc(O)c(O)c3C2=O)c(OC)c1OC,43,38,1.4*,-24*,3.1*,39,18,66
CCOc1cccc(/C(N)=N/C(N)=N/c2nc3ccccc3s2)c1,-20*,93,62,77,56,105,-39*,73
COc1ccccc1C1=NO[C@H](C(=O)Nc2cccc(O)c2)C1,102,108,95,102,102,111,102,96
COc1ccc([N+](=O)[O-])cc1Nc1n[nH]c(-c2ccccc2)n1,100,86,95,91,94,59,65,62
CC(NC(=O)OC(C)(C)C)C(=O)NC(Cc1ccccc1)C(=O)NCC(=O)Oc1c(Cl)c(Cl)c(Cl)c(Cl)c1Cl (configuration not stated),92,100,105,95,106,77,89,99
COC(=O)c1c(O)cc(O)c(CC=C(C)C)c1O,94,112,79,nt,77,57,107,100
O=C1/C(=N/O)CCc2ccccc21,103,104,nt,73,4.2*,nt,92,89
O=C(CNc1cccnc1)Nc1ccc(Cl)cc1,101,98,nt,101,91,127,113,106
C[C@@H](C[C@H](CCOC(=O)N(C)C)c1ccccc1)c1csc2ccccc12,81,92,79,68,86,76,93,90
Oc1ccc(F)c(Nc2nc(SCCN3CCOCC3)nc3c2cnn3CC(Cl)c2ccc(Br)cc2)c1 (configuration not stated),24,19,6.2*,1.1*,-3.7*,1.9*,30,30
Cc1nc2ccc(OCc3cn(-c4ccc(F)c(Cl)c4)nn3)cc2c(=O)n1Cc1ccccc1,55,83,47,38,50,69,102,43
CC(C)COC(=O)NC(C)(C)C,101,104,85,103,nt,99,107,nt
N#C/C(=C\c1ccc(-c2cccc(Cl)c2)o1)C(=O)Nc1ncc(Cc2ccc(Cl)cc2)s1,32,62,87,81,44,80,16,69
C=CCOC(=O)[C@@H]1CCCN1C(=O)CN,99,82,108,105,118,nt,88,100
CCC1=C(C)C(=O)[C@H](C)[C@@H](C(C)[C@@H]2OC(CC)=C(C)C(=O)[C@@H]2C)O1 (some centres not stated),35,99,81,58,79,78,87,101
CCN(CC)CCSCCCNc1c2ccc(Cl)cc2nc2ccc(OC)cc12,-29*,-74*,-20*,-23*,-20*,nt,-32*,-20*
O=C(Nc1cccc(NC(=O)C(=O)O)c1)Oc1ccccc1,nt,106,98,110,105,109,92,97
CN(C)C(=O)OCc1nc2c(N3CCOCC3)nc(-c3ccccc3)nc2n1C,-30*,-54*,-3.3*,-30*,-12*,-68*,-47*,-57*
CCCCCC(=O)OCCCCOC(=O)CCCCC,101,105,107,106,107,88,107,101

# Results in MOLT-4, HOP-62 and HOP-92 (4 entries from above):
Molecule | MOLT-4 | HOP-62 | HOP-92
Cc1nc2ccc(OCc3cn(-c4ccc(F)c(Cl)c4)nn3)cc2c(=O)n1Cc1ccccc1 | 47 | 102 | 69
CN(C)C(=O)OCc1nc2c(N3CCOCC3)nc(-c3ccccc3)nc2n1C | -3.3* | -47* | -68*
CCN(CC)CCSCCCNc1c2ccc(Cl)cc2nc2ccc(OC)cc12 | -20* | -32* | nt
COc1ccc([N+](=O)[O-])cc1Nc1n[nH]c(-c2ccccc2)n1 | 95 | 65 | 59

# In the list so far, these contain a nitro group on carbon:
SMILES,A549/ATCC,M14,MOLT-4,RPMI-8226,CCRF-CEM,HOP-92,HOP-62,EKVX
O=[N+]([O-])c1ccc(S(=O)(=O)OCCCCOS(=O)(=O)c2ccc([N+](=O)[O-])cc2)cc1,103,104,95,106,nt,110,99,96
O=C(Nc1nc2ccc([N+](=O)[O-])cc2s1)Nc1c(Cl)cccc1Cl,75,84,71,30,48,14,114,65
O=[N+]([O-])c1ccc(-c2cnc3nonc3n2)cc1,97,84,84,nt,59,nt,107,109
COc1ccc([N+](=O)[O-])cc1Nc1n[nH]c(-c2ccccc2)n1,100,86,95,91,94,59,65,62

# The list goes on:
SMILES,A549/ATCC,M14,MOLT-4,RPMI-8226,CCRF-CEM,HOP-92,HOP-62,EKVX
CCCCCC(=O)Oc1ccc(/C(CC)=C(/c2ccccc2)c2ccc(OCCN(CC)CC)cc2)cc1,82,82,70,88,100,72,99,95
COc1ccc(S(=O)(=O)c2ccc(OC)cc2)cc1,99,104,103,102,107,96,105,93
CCOc1ccc2nc(NC(=O)Nc3ccccc3C)sc2c1,55,23,35,nt,48,126,49,72
N[C@@H](CCC(=O)N[C@@H](CS)C(=O)NCC(=O)O)C(=O)O,101,109,117,nt,nt,nt,99,101
COc1cc(C(=C2O[C@@H]([C@H](O)CO)[C@H]3OC(C)(C)O[C@@H]23)c2cc(OC)c(OC)c(OC)c2)cc(OC)c1OC,104,98,115,93,107,nt,92,100
CC(=O)Nc1ccc(C(=O)CN2CCOCC2)cc1,89,107,94,96,107,92,102,106
O=C(Nc1nc(-c2ccccc2Cl)cs1)c1cc(-c2ccc(Cl)cc2)nc2ccccc12,97,112,85,84,91,71,92,77
COc1cc(/C=N/NC(=O)COc2ccc(-c3nc4ccccc4s3)cc2OC)ccc1O,82,91,68,80,70,79,72,nt
CCN1CCN(C2=C(C#N)c3c(sc4c(F)cccc34)C(c3cccc([N+](=O)[O-])c3)N2)CC1 (configuration not stated),100,102,93,94,93,88,82,90
Nc1ccc2nc(-c3ccc(-c4nc5ccc(N)cc5[nH]4)cc3)[nH]c2c1,112,102,99,95,118,nt,110,94
Cc1ccc(N(CC(=O)Nc2ccc(S(=O)(=O)N3CCOCC3)cc2)S(=O)(=O)c2ccc(Cl)cc2)cc1,93,92,84,77,94,81,95,91
COc1cccc2c(=O)c3c(sc12)c(Cl)nc1ccccc13,106,99,102,123,100,88,83,86
CC1(C(Cl)(Cl)Cl)C=CC(=NO)C=C1 (configuration not stated),98,110,133,84,97,54,92,101
COC(=O)c1cc(Br)cc(Br)c1N,107,nt,123,130,121,84,100,104
Cc1cnnn1-c1nonc1-n1cccc1,100,90,103,105,107,nt,95,115
CCOC(Cc1c(N)[nH]c(=S)[nH]c1=O)OCC,104,105,88,nt,nt,nt,102,nt
O=C(/C=C/c1ccc([N+](=O)[O-])cc1)c1cccc(OCCCOc2cccc(C(=O)/C=C/c3ccc([N+](=O)[O-])cc3)c2)c1,98,85,103,74,94,107,97,110
CC1=NN(c2ccccc2)C(=O)CC1,101,91,100,110,109,99,103,97
CCCN(CCC)OS(=O)c1ccc(COCOc2ccc(OS(=O)N(CCC)CCC)cc2)cc1 (configuration not stated),81,95,88,80,104,84,88,89
COc1ccc(/C(CS(=O)(=O)c2ccccc2)=N\O)cc1,92,109,98,101,96,109,109,nt
COc1nc2ccc(OC(C)C)cc2cc1-c1nc2c(cnn2-c2ccc(Br)cc2)c(=O)[nH]1,91,91,94,104,106,87,94,99
O/N=C1\c2ccccc2-c2cc(Br)ccc21,99,104,76,87,86,114,95,79
CC(C)C[C@@H](C=O)NC(=O)[C@H](Cc1ccccc1)NC(=O)c1cnccn1,103,106,109,114,99,103,102,104
Cn1ccc2cc(NC(=O)c3ccnnc3)ccc21,92,107,109,105,nt,104,76,67
Clc1ccc(CN=Nc2ccccc2)cc1,75,24,57,73,53,87,87,nt
O=C(C[n+]1ccc(/C=C/c2ccncc2)cc1)c1ccc(O)c(O)c1,100,87,58,nt,37,89,99,99
COc1ccc(/C(C)=C(\c2ccc(Cl)cc2)c2ccc(OCCN3CCCCC3)cc2)cc1F,53,nt,24,nt,31,60,17,48
CCCCC(=O)OCCc1ccccc1,89,107,107,101,99,90,100,102
Oc1ccc2ccccc2c1CNc1ccc(Br)cc1,58,36,73,67,45,74,64,74
CCCSc1nnc(-c2ccc(-c3ccc(Cl)cc3)nc2C)o1,99,105,98,96,103,91,104,91
CCN1CCN(/C=C2\SC(=S)NC2=O)CC1,117,108,nt,139,110,108,126,95
